NCOA1 inh: SRC1 coactivator transcriptional activity inhibitors, primary screen, cell-based, luminescence | inhibition, % at 3.6 µM | actives 0.12% (n = 360,000) | Nuclear receptor coactivator 1 (Homo sapiens), Q15788 | HEK293 GAL4-SRC1 luciferase reporter;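 active = inhibition above the campaign mean plus 3 SD, with each screening campaign given its own cutoff, cut at about 60% in these data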;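 note: 0% = DMSO treated cells and 100% = gossypol at 36 µM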
COUP-TFII inh: NR2F2 transcriptional activity inhibitors, primary screen, cell-based, luciferase reporter, HEK293T, luminescence. HEK293T NGFI-A luciferase reporter. inhibition, % at 8.6 µM. COUP transcription factor 2 (Homo sapiens), P24468. actives 0.7% (n = 370,000);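 active = inhibition above a per-plate cutoff, mean inhibition of test wells between control levels plus 3 SD, cut at about 38% in these data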;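 note: cells cotransfected with COUP-TFII expression vector driving the NGFI-A reporter; 0% = median of COUP-TF2 test wells and 100% = reporter-only cells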
LMP1 NFkB inh: EBV LMP1-driven NF-kappaB luciferase reporter inhibitors, primary screen, cell-based, luminescence, single point. LMP1-induced NF-kappaB luciferase reporter cells. inhibition, % at 12.5 µM. actives 0.69% (n = 350,000). AID 504558, 2011; in the data active = inhibition above about 41%;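 note: 0% = neutral control wells and 100% = reference inhibitor control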
SRC3 inh: SRC3 coactivator transcriptional activity inhibitors, primary screen, cell-based, luminescence; inhibition, % at 3.6 µM; AID 588352, 2011; Nuclear receptor coactivator 3 (Homo sapiens), Q9Y6Q9; HEK293 GAL4-SRC3 luciferase reporter; actives 0.17% (n = 360,000);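 active = inhibition above a per-campaign cutoff, the mean of all compounds plus 3 SD, cut at about 60% in these data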;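 note: 0% = DMSO-treated cells and 100% = gossypol-treated cells at 36 µM; higher means less SRC3-driven luciferase light from the GAL4 reporter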
LRH-1 inv ag: LRH-1 (NR5A2) inverse agonists, primary screen, cell-based, luminescence, HEK293T, StAR-luciferase reporter; actives 0.13% (n = 360,000); Nuclear receptor subfamily 5 group A member 2 (Homo sapiens), O00482; LRH-1 transfected, 24 h; inhibition, % at 3.6 µM; AID 602396, 2012;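 active = inhibition above the mean inhibition of all tested compounds plus 3 SD, cut at about 73% in these data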;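 note: 0% = DMSO wells and 100% = reporter-only cells lacking LRH-1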
TROY signal inh: inhibitors of TROY-driven NF-kB signaling, primary screen, Q293 LMP1-TROYcd cells, NF-kB luciferase, uHTS | Q293 LMP1-TROYcd NF-kB luciferase reporter, 4 h | inhibition, % at 10 µM | actives 0.98% (n = 360,000) | AID 1347056, 2019;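 active = compounds whose plate-normalised and pattern-corrected inhibition of the luciferase reporter signal at the single screening dose is 50% or more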
NCOA2 inhibitor: inhibition of GAL4-SRC2 driven luciferase reporter, primary screen, SRC2 inhibitor project, cell-based, luminescence | Nuclear receptor coactivator 2 (Homo sapiens), Q15596 | HEK293 GAL4-SRC2 luciferase reporter | inhibition, % at 9 µM | actives 0.17% (n = 370,000) | AID 651957, 2012;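 active = inhibition above the mean inhibition of all tested compounds plus 3 SD, set per campaign, cut at about 52% in these data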;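 note: 0% = DMSO treated cells and 100% = cells given Gossypol at 36 µM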
TLR9-MyD88 block: inhibitors of TLR9-MyD88 association in cells, primary screen, cell-based, CHO, BLA complementation, fluorescence | actives 0.21% (n = 340,000) | AID 504734, 2011 | Toll-like receptor 9 (Homo sapiens) + Myeloid differentiation primary response protein … | inhibition, % at 4.98 µM | CCF4 FRET ratio;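 active = inhibition above the mean over all tested compounds plus 3 SD, cut at about 21% in these data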;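 note: 0% = DMSO only wells and 100% = clavulanate BLA inhibitor control wells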
NOD2-RIPK2 inh: NOD2-RIPK2 binding disruptors in cells, primary screen, fluorescence, CHO cells, BLA complementation. Receptor-interacting serine/threonine-protein kinase 2 (Homo sapiens), O43353. AID 624267, 2012. actives 0.38% (n = 360,000). inhibition, % at 4.98 µM. CCF4 ratio; in the data active = inhibition above about 21%;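 note: 0% = vehicle only and 100% = reference blocker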
Vif inh: HIV Vif self-association inhibitors, primary screen, imaging, HEK293T, single point | inhibition, % at 7.49 µM | actives 0.35% (n = 340,000) | HEK293T cells, Vif self-association by quenched fluorescence, 24 h; in the data active = inhibition above about 50%, passing the limit was not always enough; note: some results filed as inactive read as strong as hits
C8 TRAIL sens: viability loss with TRAIL in NB7+C8 cells, primary screen, TRAIL sensitizer project, cell-based, ATPlite luminescence. actives 1% (n = 360,000). inhibition (viability loss, TRAIL sensitization), % at 10 µM;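 active = compounds causing at least 50% loss of cell viability in the single-dose screen, relative to plate controls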
* = called active by the depositor; . = not tested or not shown; & = joins results of further samples.

SMILES,NCOA1 inh,COUP-TFII inh,LMP1 NFkB inh,SRC3 inh,LRH-1 inv ag,TROY signal inh,NCOA2 inhibitor,TLR9-MyD88 block,NOD2-RIPK2 inh,Vif inh,C8 TRAIL sens
Cc1ccc(-c2nc(CCN3C(=O)c4ccccc4C3=O)cs2)cc1,-24,7,-27,-30,11,-30,-50,4,-1,4,12
OCCN(Cc1ccccc1)Cc1ccc(Cl)cc1Cl,-12,-12,-12,13,12,8,26,-8,2,-5,0
Oc1ccc(Nc2nc(-c3cccs3)cs2)cc1,3,-26,-5,5,-7,-10,-12,2,-9,3,-4
COc1ccc(C(=O)Nc2ccccc2C(=O)Nc2ccccc2C(=O)O)cc1,-70,-27,-10,-67,-50,6,-17,-10,5,15,59*
c1ccc2c(c1)NC1(CCCCCC1)n1c-2nc2ccccc21,-41,-54,-26,-62,-95,-53,-77,5,5,-3,-11
O=C(NC1CCCC1)C1C2C=CC3(CN(Cc4cccs4)C(=O)C13)O2 (stereo not drawn),12,-1,1,15,10,-23,6,6,4,8,-10
Cc1oc(-c2ccc(Cl)cc2)nc1CS(=O)CC(=O)NCc1ccccn1 (stereo not drawn),16,11,-8,-4,6,-3,9,13,0,-11,-15
O=C(COC(=O)c1cc([N+](=O)[O-])ccc1NCCO)Nc1cccc(S(=O)(=O)N2CCCC2)c1,-14,18,10,-6,-2,23,-10,-5,0,-4,7
COc1ccc(N2CCN(CC(=O)Nc3c(C)cccc3C)CC2)cc1,3,18,-3,-4,-2,2,-26,-12,11,.,4
CCCCc1nc(Cl)c(C#N)c2c1CCCC2,12,-16,7,22,4,8,-7,-4,-5,6,-13
CCCCc1nnc(NC(=O)C2CC(=O)N(c3ccc(C)cc3)C2)s1 (stereo not drawn),-7,-9,7,18,13,13,15,-5,-3,1,-44
Cc1cccc(NCc2nc(SCC(=O)Nc3ccccc3Br)n[nH]2)c1,11,15,4,-13,-1,24,25,-4,-9,-1,0
CCc1cc2c(=O)n(C(C)C(=O)OC3CCCCC3)cnc2s1 (stereo not drawn),-60,-19,-24,-69,-94,-48,-86,-1,-5,8,11
CCN=C(NCC)SC1CC(=O)N(CCc2ccccc2)C1=O (stereo not drawn),5,-19,.,14,1,-2,-4,.,0,9,3
CCOC(=O)c1cc([N+](=O)[O-])sc1NC(=O)CC,6,20,1,21,1,2,-50,16,1,14,9
CCc1nc(N)nc(N)c1-c1ccc(Cl)c(N=[N+]=[N-])c1,8&-16,-5&19,1&9,4&14,18&12,15&-3,7&20,-7&-2,-4&9,-4&-1,83*
Cc1c(NC(=O)CN2CCCc3ccccc32)c(=O)n(-c2ccccc2)n1C,-14,10,-3,-17,5,-2,8,-3,3,-2,-5
CCc1nnc(NC(=O)CCC(=O)NC2CCCc3ccccc32)s1 (stereo not drawn),-7,-11,2,-20,-3,14,-14,3,6,0,1
Cc1cccc(N(C)S(=O)(=O)c2ccc3[nH]c(=O)c(=O)[nH]c3c2)c1,10,-3,2,-2,-17,-17,-18,5,0,-4,1
COc1ccc(S(=O)(=O)N2CCCCC2)cc1NC(=O)Cn1cnc2c1c(=O)n(C)c(=O)n2C,-5,-12,-2,4,0,5,-13,-3,4,-8,-11
CCOC(=O)c1sc(C)c2c(=O)n(CCCN3CCOCC3)cnc12,-10,-3,5,3,-3,-5,-18,-3,1,4,-14
Cc1c(CCO)c(=O)n(-c2ccccc2)n1S(=O)(=O)c1ccc(Cl)cc1,-18,2,-8,9,1,-15,-15,9,-8,-18,2
COc1cccc(-n2c(=O)c3c(C)c(C(=O)N(C)C)sc3n(CC(=O)NCCc3ccc(OC)c(OC)c3)c2=O)c1,6,1,0,-6,-4,8,-14,3,-9,-12,-7
COc1ccccc1NS(=O)(=O)c1cccc(C(=O)NCc2ccncc2)c1,0,8,1,18,28,-8,-9,-2,-13,1,0
COc1ccc(C(=O)NCCCCNC(=O)c2ccc(OC)c(OC)c2)cc1OC,-5,4,0,5,-11,-10,12,7,1,-3,-4

Continuation.
SMILES,NCOA1 inh,COUP-TFII inh,LMP1 NFkB inh,SRC3 inh,LRH-1 inv ag,TROY signal inh,NCOA2 inhibitor,TLR9-MyD88 block,NOD2-RIPK2 inh,Vif inh,C8 TRAIL sens
CCOCCOc1nc(C)cc(C)c1S(=O)(=O)c1ccccc1C,-8,16,-31,16,8,9,-26,4,10,-9,-7
Cc1cccc(OCC(=O)NNC(=O)c2ccc([N+](=O)[O-])cc2)c1,4,-3,0,12,2,-6,-10,-7,-3,-2,-5
CC1(C(=O)NCCCN2CCOCC2)Oc2cccnc2NC1=O (stereo not drawn),1,-7,-3,11,21,-12,-9,2,-4,19,-32
Cc1ccc(S(=O)(=O)Nc2c(C)nn(C)c2C)c(C)c1,23,6,5,18,12,17,-2,-16,-7,-9,-17
OCCN(/C=N/c1nc(-c2ccc(Br)cc2)cs1)CCO,-35,-45,-19,-45,-74,-75,-67,0,0,-3,6
COc1ccc2nc(SCC(=O)N3CCN(c4ccc(F)cc4)CC3)c(C#N)cc2c1,-33,2,-1,-5,1,-30,-27,7,7,37,-14
Cc1cnc(C(=O)OCC(=O)N2CCN(C(=O)c3ccco3)CC2)cn1,-10,-27,-10,-8,6,-3,12,-1,8,-1,2
COc1cc(OC)cc(C(=O)NCCSc2c[nH]c3ccccc23)c1,4,5,-4,0,24,16,-7,-7,-1,-2,-6
O=C(c1ccc(-c2cccc(Cl)c2Cl)o1)N1CCOCC1,-121,-41,-46,-62,-143,-19,-45,2,-3,-3,-2
Cc1cc(C)cc(C(=O)N[C@@H](C)C(=O)N2CCC3(CC2)NCCc2[nH]cnc23)c1,4,6,-2,0,8,-5,-33,8,-2,0,16
COc1ccc2c(c1)CCCC21NC(=O)N(CC(=O)NC(=O)NCc2ccccc2)C1=O (stereo not drawn),-84,0,5,-52,-78,-2,-43,-1,-2,-1,-1
O=C1NC[C@@H](CCCCN2C[C@H](Cc3ccc(O)cc3)N(CCC3CCCCC3)C(=O)C2=O)N(CC2CCCCC2)C1=O,.,-1,.,.,7,1,17,.,-8,.,-4
Cc1nn(-c2ccccc2)c(C)c1NC(=O)COC(=O)CCCOc1ccccc1,9,-22,2,17,13,-8,27,-3,-9,8,-2
CCOC(=O)C(C)Oc1cccc2c(=O)n(CC(=O)N3CCN(C(=O)OCC)CC3)ccc12 (stereo not drawn),-3,-6,-3,11,21,10,6,11,-7,.,-11
Cc1cc(CN2CCN(CCC#N)CC2)c(O)c(C2(C)CCCCC2)c1,-12,13,-1,21,4,-2,-10,1,2,5,2
CC1CCN(C(=O)CSc2nc3cccnc3n2C)CC1,-12,-8,10,2,-10,-1,-14,-7,5,-8,-15
CCOc1cc(/C=C(\C#N)C(=O)NCC2CCCO2)ccc1OCC(N)=O (stereo not drawn),-13,-15,-7,-8,-5,10,-1,-5,-13,10,1
CC(=O)/C=C1/SC(CC(=O)O)C(=O)N1c1ccccc1 (stereo not drawn),4,-3,-4,13,2,0,-28,-2,-1,-2,8
COCCN(CCOC)S(=O)(=O)c1ccc(C(=O)Nc2ccc([N+](=O)[O-])cc2OC)cc1,6,-15,0,19,12,18,12,-2,8,5,-2
O=C(CCCCn1c(=O)[nH]c2ccsc2c1=O)NCc1cccnc1,-2,3,-5,2,2,10,-3,-6,-6,2,9
CC(=O)Nc1ccc(NC(=O)c2ccc3c(c2)CCN3S(C)(=O)=O)cc1,3,9,10,-11,18,-20,-24,-1,-11,1,-14
CCOc1ccc(C(=O)CN2CCN(S(=O)(=O)c3ccc(OC)cc3)CC2)cc1,-1,1,-2,5,10,4,10,-2,2,.,-21
Cc1c(C(=O)NCCCN2CCOCC2)oc2ccc(S(=O)(=O)N3CCOCC3)cc12,-5,7,-1,-5,3,3,-13,-3,1,1,-2
CSc1ncccc1C(=O)Nc1ccc2c(c1)OCCO2,-6,6,-7,-17,11,2,-10,-2,-9,-15,-1
Cc1nonc1CN(C)C(=O)CC1C(=O)NCCN1Cc1ccc(F)c(F)c1 (stereo not drawn),-7,0,1,-2,7,-6,-8,12,-7,8,-6

Next results.
SMILES,NCOA1 inh,COUP-TFII inh,LMP1 NFkB inh,SRC3 inh,LRH-1 inv ag,TROY signal inh,NCOA2 inhibitor,TLR9-MyD88 block,NOD2-RIPK2 inh,Vif inh,C8 TRAIL sens
C=CCSc1nnc2c(n1)OC=Nc1ccc(Br)cc1-2,-12,-3,10,15,-1,-46,5,1,-13,-27,-11
COc1cc2c(cc1OC)C(C(=O)N1CCOCC1)C(c1cccs1)N(C)C2=O (stereo not drawn),-14,-2,6,-3,14,12,3,0,0,3,-6
Cc1cccc(S(=O)C(c2ccccc2)c2ccccc2)c1 (stereo not drawn),-7,9,3,-5,-8,1,13,4,-4,-4,1
CCOc1ccc(NC(=O)COC(=O)c2cc([N+](=O)[O-])ccc2N2CCOCC2)cc1,-11,10,-7,11,42,14,-14,-13,-14,-3,6
O=C(Nc1ccccc1)c1ccc(N2CCN(c3ccccn3)CC2)c(S(=O)(=O)N2CCOCC2)c1,2,12,-2,1,1,-10,-11,7,3,-23,28
Cc1ccc(S(=O)(=O)N2CCN(C(=O)c3cccs3)CC2)cc1,-9,12,-3,-26,-11,-16,-11,2,-6,4,-10
Cc1noc(C)c1S(=O)(=O)Nc1ccc(C(=O)N2CCN(c3ccc(F)cc3)CC2)cc1,-7,-19,0,-24,4,1,-4,-5,8,-11,4
O=C(CSc1nc(-c2ccco2)cc(C(F)(F)F)n1)Nc1cccnc1,15,9,3,-19,20,-8,7,-11,0,-7,9
Cc1c(C)c2ccc(OC(C)C(=O)NC3CCN(Cc4ccccc4)CC3)cc2oc1=O (stereo not drawn),4,-32,-7,10,6,1,4,3,3,14,-15
CCN(CC)C(=O)NC1CC(=O)N(c2ccc(OC)cc2)C1 (stereo not drawn),3,1,-1,20,26,-1,0,-9,-2,3,-3
COc1cc(C(=O)OCC(=O)Nc2ccc(C(C)=O)cc2)ccc1OCC(=O)N1CCOCC1,-2,-1,2,-18,-10,2,-26,3,-4,1,1
COc1ccc(/C=N/n2c(SC)nnc(C(C)(C)C)c2=O)cc1,-13,1,-37,8,0,6,-14,-2,6,-1,-5
C=CC[C@@H](CC(=O)N(CCO)Cc1ccccc1)C(=O)N[C@H](COC(=O)[C@@H](CC=C)Cc1ccc(F)cc1)Cc1c[nH]c2ccccc12,1,9,-4,-5,10,36,-4,1,-11,3,23
O=C(/C=C\c1cccs1)c1c(O)ccc2ccc(=O)oc12,14,3,-11,8,5,5,13,-4,-13,2,14

Assay outcomes as filed in PubChem BioAssay.

Only part of the results is shown; count on the stated rates, not on these rows.
